# Screens (PubChem BioAssay)
# UPR CHOP act = apoptotic UPR (CHOP) activation; CHO-CHOP luciferase reporter, luminescence; percent of tunicamycin response over DMSO baseline; activation, % at 10 µM; actives 0.34% (n = 330,000); AID 449763;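 active means at 10 µM dose, activation of 40% or more, normalized to positive control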;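 further: 100% = tunicamycin at 10 µg/mL and 0% = DMSO alone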
#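 measured by = luciferase luminescence | assay system = CHO-CHOP cells, stable luciferase reporter of PERK-eIF2a-CHOP signalling | amount = 500 reporter cells seeded per well | timing = 6 h compound exposure at 37 °C after overnight seeding | controls = positive tunicamycin 10 µg/mL, negative DMSO alone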
# tim10-1 inh = growth inhibitors of tim10-1 mutant yeast. S. cerevisiae tim10-1 ts strain growth, BacTiter-Glo, 24 h. inhibition, % at 20 µM. actives 2.2% (n = 330,000);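 active means inhibition of at least 40%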;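 further: mutant grown at 25 °C; 0% = DMSO wells with yeast and 100% = wells holding no yeast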
# TIM10 inh = TIM10 yeast growth inhibition. S. cerevisiae TIM10 strain growth, BacTiter-Glo luminescence, 24 h. inhibition, % at 10 µM. actives 1.4% (n = 330,000). AID 463195;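 active means inhibition of 40% or more at the single tested concentration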;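 further: wild-type TIM10 isogenic control strain grown at permissive 25 °C; 0% = DMSO yeast wells and 100% = minimal medium wells without yeast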
# APJ antag = APJ receptor antagonism | P35414 | CHO-K1 APJ beta-arrestin complementation, luminescence | inhibition, % at 20 µM | actives 0.32% (n = 330,000);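 active means inhibition above about 40% at 20 µM, limit read from the data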;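 further: cells challenged with 10 nM apelin-13 agonist together with compound; plate controls were apelin-13 plus DMSO wells for no effect and DMSO wells lacking apelin-13 for full effect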
# Target sequence (P35414 whole entry, looked up): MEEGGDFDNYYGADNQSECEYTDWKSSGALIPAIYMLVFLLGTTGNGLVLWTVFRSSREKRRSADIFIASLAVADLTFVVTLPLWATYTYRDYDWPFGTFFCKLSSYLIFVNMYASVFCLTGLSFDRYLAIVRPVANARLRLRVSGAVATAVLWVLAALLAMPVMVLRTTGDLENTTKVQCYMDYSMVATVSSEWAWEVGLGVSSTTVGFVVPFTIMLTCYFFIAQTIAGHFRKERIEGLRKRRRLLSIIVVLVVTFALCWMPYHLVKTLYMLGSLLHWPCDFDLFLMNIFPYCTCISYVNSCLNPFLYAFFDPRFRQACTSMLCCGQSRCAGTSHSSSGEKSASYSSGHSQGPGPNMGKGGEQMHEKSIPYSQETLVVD
# APJ ag = activates the human apelin receptor APJ | CHO-K1 APJ PathHunter beta-arrestin, luminescence; 0% DMSO wells, 100% apelin | P35414 | actives 0.11% (n = 330,000) | activation, % at 20 µM | AID 2520;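 active means activation more than six SD over the plate average, tested at 20 µM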;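 further: 0% = DMSO alone and 100% = apelin-13 at 10 nM; some results filed as inactive read as strong as hits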
#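 Incubation: overnight seeding, 90 min compound at 25 °C, 1 h detection; test system: PathHunter CHO-K1 APJ (AGTRL-1) beta-arrestin reporter cells; amount: 1000 cells/well; doses: one dose, 20 µM compound, 1% DMSO; measured by: beta-gal luminescence; measure: agonist-driven arrestin binding to APJ; benchmarks: negative DMSO alone, positive Apelin-13 at 10 nM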
# CXCR6 block = CXCR6 (human) receptor inhibition. O00574. CHO-K1 PathHunter CXCR6 beta-arrestin, luminescence. actives 0.36% (n = 360,000). inhibition, % at 20 µM; in the data active means inhibition above about 34%, passing the limit was not always enough;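 further: antagonist mode with CXCL16 agonist at 10 nM final; 0% = 10 nM CXCL16 with DMSO and 100% = unstimulated wells without agonist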
# Target sequence (O00574 whole entry, looked up): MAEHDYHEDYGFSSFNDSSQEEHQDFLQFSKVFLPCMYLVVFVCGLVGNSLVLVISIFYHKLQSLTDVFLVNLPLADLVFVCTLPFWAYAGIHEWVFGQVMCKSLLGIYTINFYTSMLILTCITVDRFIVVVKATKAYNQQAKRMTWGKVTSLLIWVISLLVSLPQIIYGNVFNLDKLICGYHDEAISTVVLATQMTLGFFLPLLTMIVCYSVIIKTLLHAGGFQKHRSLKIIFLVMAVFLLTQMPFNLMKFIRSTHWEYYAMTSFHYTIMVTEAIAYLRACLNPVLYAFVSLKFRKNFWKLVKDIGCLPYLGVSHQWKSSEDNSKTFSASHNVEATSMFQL
# Mdm2 MdmX PPI = disrupts the human Mdm2-MdmX interaction; O15151+Q00987; SaOS-2 split-luciferase Mdm2/MdmX complementation, luminescence; inhibition, % at 8 µM; actives 3% (n = 330,000); AID 485346;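 active means inhibition of at least 50% at 8 µM in the primary screen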
# tim23-1 inh = inhibits growth of tim23-1 mutant yeast. S. cerevisiae tim23-1 growth, BacTiter-Glo luminescence, 24 h. inhibition, % at 20 µM. actives 1.3% (n = 330,000);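 active means growth inhibition of the mutant yeast at or above 50%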;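 further: temperature-sensitive mutant grown at 25 °C; plate controls were DMSO-treated mutant yeast for no effect and medium wells lacking yeast for full effect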
# UPR XBP1 act = activators of adaptive arm of unfolded protein response (XBP1) | CHO-XBP1 luciferase reporter, IRE1-XBP1 UPR activation, luminescence; percent of tunicamycin response, DMSO as zero | activation, % at 20 µM | actives 0.33% (n = 330,000) | AID 463104;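 active means versus positive control, 20 µM dose yields 30% or more activation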;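 further: 100% = tunicamycin at 10 µg/mL and 0% = DMSO only wells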
#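 Material: CHO-XBP1 cells stably carrying IRE1-XBP1-driven luciferase reporter | Medium: F12 with 10% serum | Compound dosing: 20 µM single concentration, DMSO 1% | Incubation: Overnight seeding at 37 °C, 6 h compound treatment at 37 °C | Detection: Steady-Glo luminescence read | Read-out basis: % activation of reporter signal versus tunicamycin and DMSO controls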
# Numbers without * were called inactive; x = not tested or not shown. These rows are one share of the data; count on the stated rates, not on these rows.
smiles	UPR CHOP act	tim10-1 inh	TIM10 inh	APJ antag	APJ ag	CXCR6 block	Mdm2 MdmX PPI	tim23-1 inh	UPR XBP1 act
NC(=O)[C@H]1CC2(CC(c3cccc(NC(=O)CC(c4ccccc4)c4ccccc4)c3)=NO2)CN1C(=O)C(c1ccccc1)c1ccccc1 (stereo partly specified)	4.6	17	5	-4	7	0	48	31	0
CC1CC/C(=N/Nc2ccccc2)C(=O)N1 (stereo unspecified)	0.3	4	-2	-23	-4	9	-17	9	-1
COc1ccc(CN(C)C(=O)CNC(=O)c2ccc(C)cc2)cc1	0.5	-10	-16	-5	0	2	12	9	1
COCCN(C(=O)CCC(=O)Nc1ccccn1)C(C(=O)NCCC(C)C)c1ccc(F)cc1 (stereo unspecified)	-1.4	1	-10	1	-3	8	6	10	-2
Cc1ccc(/C=N/n2cnc3sc4c(c3c2=O)CCCC4)o1	1.4	13	7	7	-2	-2	5	17	6
CCOc1ccc(C(=O)NCC(=O)NCC(c2cccs2)N2CCOCC2)cc1 (stereo unspecified)	1.4	-2	4	2	4	7	14	-2	-2
CC(OC(=O)CN1C(=O)NC2(CCCCC2C)C1=O)c1ccccc1 (stereo unspecified)	0.5	6	2	-4	-3	-1	16	19	-2
COc1ccccc1NC(=O)CSc1nc2ccccc2n1C(C)=O	0.5	26	12	-2	-4	7	7	29	-1
CC1(C)Cc2c(C#N)c(NCCO)nc(-c3ccco3)c2CO1	-0.8	9	10	5	-6	8	16	9	2
COc1cc(/C=N/NC(=O)c2cc(O)cc(O)c2)ccc1OC(=O)c1ccccc1	1.9	4	8	2	3	-5	43	8	-8
CC(C)(C)C(=O)CN1C2=NCCN2c2ccccc21	-0.1	-3	-9	9	-4	8	9	1	1
Cc1nnc(N/N=C/c2cccs2)[nH]c1=O	0.4	6	-14	15	2	-2	-19	1	-3
Brc1cccc(OCCCNC2CCCC2)c1	1.1	8	1	-10	-3	6	18	-11	-4
CCn1c(O)c(N=Nc2ccc(Cl)c(C(=O)O)c2)c2ccccc21	3.6	3	14	4	-4	13	14	5	-1
Cc1nnc(-c2ccccc2)c[n+]1[O-]	-1.2	11	-9	3	2	6	17	9	-3
CCOC(=O)C1=C(C)N(CCCC(=O)O)C(=O)NC1c1cccs1 (stereo unspecified)	-0.1	7	5	-26	-5	3	2	12	1
COc1cccc(-c2cccc(NC(=O)C3CCN(Cc4ccc(C)o4)CC3)c2)c1	0.3	10	-5	15	-3	-1	11	-2	2
O=C(Oc1ccc(Cl)c(Cl)c1)C1=CC=CN2CCS(=O)(=O)N=C12	-1.4	5	-4	9	-1	-4	22	6	-3
COc1c(S(=O)(=O)n2nc(C)cc2C)ccc(Cl)c1Cl	-0.7	49*	44*	5	-1	0	-16	38	0
Nn1c(Cc2ccccc2F)nnc1SCCOc1ccc(Cl)cc1	-0.5	30	20	4	-1	8	-10	0	-7
COc1ccc(Br)cc1CN1CCN(c2ncccn2)CC1	-1.3	5	-19	-6	1	9	11	-5	-2
COc1ccc(CCN(C)C(=O)c2ccc(C)c(S(=O)(=O)N3CCCCC3)c2)cc1OC	0.1	22	20	3	-4	-2	20	27	0
CC(=O)Oc1cccc(C(=O)Nc2ccccc2NC(=O)c2cccc(OC(C)=O)c2)c1	-1.8	-9	9	7	0	4	6	-6	-2
CN1CCNC(=O)C1CC(=O)N1CC=C(c2ccc(F)cc2)CC1 (stereo unspecified)	-1.3	9	-9	14	-3	0	-8	-6	-2
OCCN1CCN(CC(O)COc2ccc3c(c2)OCO3)CC1 (stereo unspecified)	-0.3	-2	-4	13	-6	9	5	-14	-1
CCCCn1c(SCC(=O)c2ccc3c(c2)NC(=O)CO3)nc2cc(S(N)(=O)=O)ccc21	0.7	1	-17	-19	-2	-2	6	7	0
CCC(CC)=NNC(=O)c1ccccc1OCc1ccc(F)cc1	0.3	6	17	3	-2	-4	-2	25	-1
O=C(c1cnn2c(C(F)(F)F)cc(-c3cccs3)nc12)N1CCOCC1	0.9	10	-2	3	-4	1	0	0	5
CC(=O)Nc1ccc(NC(=O)CSCCc2ccccn2)cc1	-0.7	13	-10	8	-5	-2	6	-6	-1
Cc1nn(C)cc1S(=O)(=O)Nc1ncccn1	-0.6	-10	-4	13	-4	4	2	-15	-3

# Entries of single compounds from above:
# OCCN1CCN(CC(O)COc2ccc3c(c2)OCO3)CC1 (stereo unspecified) in the list: UPR CHOP act: -0.3; tim10-1 inh: -2; TIM10 inh: -4; APJ antag: 13; APJ ag: -6; CXCR6 block: 9; Mdm2 MdmX PPI: 5; tim23-1 inh: -14; UPR XBP1 act: -1
# COc1ccc(Br)cc1CN1CCN(c2ncccn2)CC1 in the list: UPR CHOP act: -1.3; tim10-1 inh: 5; TIM10 inh: -19; APJ antag: -6; APJ ag: 1; CXCR6 block: 9; Mdm2 MdmX PPI: 11; tim23-1 inh: -5; UPR XBP1 act: -2

# Other entries:
smiles	UPR CHOP act	tim10-1 inh	TIM10 inh	APJ antag	APJ ag	CXCR6 block	Mdm2 MdmX PPI	tim23-1 inh	UPR XBP1 act
O=C1COc2ccc(S(=O)(=O)Nc3ccc(F)cc3)cc2N1	-1.4	8	-6	0	-2	-4	-2	-8	-4
O=C1c2ccccc2-c2ccc(C(=O)N3CCOCC3)cc21	1.5	14	6	7	7	-3	-7	6	4
CCSc1nnc(SCC(=O)NNC(=O)c2ccccc2F)s1	0.1	23	7	-4	-1	-5	-28	9	-3
Cc1ccsc1/C=N/NC(=O)c1cc(-c2ccncc2)nc2ccccc12	-1.7	29	4	-5	1	16	58*	19	9
O=C(CCn1nnc(-c2cccs2)n1)N1CCc2ccccc2C1	-0.9	27	1	8	-7	15	8	23	0
Cc1ccc(S(=O)(=O)c2cc(N3CCOCC3)nc(-c3ccccc3)n2)cc1	-1.3	10	-10	11	-3	-2	12	1	-8
O=C(NC1CC1)C1CCN(C2CCN(C(=O)/C=C/c3ccc(F)cc3)CC2)CC1	1.2	2	6	9	-2	-6	6	-16	-3
CCSc1nnc(-c2ccc(OC)cc2)o1	1.3	26	9	-32	0	4	-92	8	-4
Cn1c(=O)c(C(=O)COC(=O)c2cc(C(F)(F)F)nc3ccccc23)c(N)n(Cc2ccccc2)c1=O	5.9	7	17	20	0	x	44	17	-1
COc1ccc(N(C(C)=O)S(=O)(=O)c2cccs2)cc1	0.4	29	13	-15	-2	4	0	20	-1
CCOC(=O)CSc1nc(N)c(C(=O)Nc2ccc(N(C)C)cc2)s1	2.4	12	11	-3	4	-14	-4	20	1
CC(Oc1ccc2c(c1)c1ccnc3c4ccccc4c(=O)n2c13)C(=O)NCCN1CCOCC1 (stereo unspecified)	5.6	23	22	-44	3	-4	42	26	-2
C=CCn1c(-c2ccccc2)cc(SC)c(C#N)c1=O	0.0	12	-20	-1	-5	14	5	3	-2
COC(=O)c1ccc(NC(=O)CO/N=C2\CCCc3nonc32)cc1	0.4	-2	-42	0	0	-6	21	0	-2
Fc1ccc(CNCc2ccccc2Cl)cc1	1.8	7	9	16	-3	1	3	5	3
CCN(C(=O)C1CCCO1)c1ccccc1 (stereo unspecified)	-0.9	-12	3	-7	-4	-6	-2	-7	-4
C[C@H](CO)N1C[C@H](C)[C@@H](CN(C)S(=O)(=O)c2cn(C)cn2)Oc2c(NS(=O)(=O)c3cccs3)cccc2C1=O	1.0	18	0	8	-2	-4	-3	9	1
Cc1ccc(C(=O)NC(=S)NNC(=O)CCN2CCOCC2)cc1	0.9	-47	-9	-6	-3	10	-17	-49	-6
CCCCn1c(-c2csc3c2CCCC3)n[nH]c1=S	0.1	20	43*	24	-2	x	16	34	2
CC(Sc1nnc(-c2ccco2)n1C)C(=O)N1C(C)CCCC1C (stereo unspecified)	1.3	11	11	4	2	-8	17	10	-1
Cn1c(=O)n(Cc2ccc(Cl)cc2)c(=O)c2c1nc1n2CCN1Cc1ccco1	-1.5	35	36	8	-4	-8	42	41	0
COc1c(S(=O)(=O)N2CCN(C)CC2)ccc(Cl)c1Cl	2.8	12	-1	2	-4	-13	-14	2	-2
CC(c1cccs1)N(C)Cc1nc(CCc2ccccc2)no1 (stereo unspecified)	2.1	20	21	17	-4	-1	-7	16	1
Cc1cc(C)cc(-n2c(C)cc(/C=C3\C(=N)N4N=C(CC(C)C)SC4=NC3=O)c2C)c1	0.7	-6	0	19	-2	12	8	3	-6
CCNC(=S)NCc1ccc(F)cc1	1.4	5	-3	-15	4	11	5	12	1
COCc1c(Br)c(C)nc(OCC(=O)N/N=C/c2ccc(C)o2)c1C#N	-0.1	0	14	0	-2	5	5	2	-5
O=C(CN1CCOCC1)Nc1nc(-c2ccc(Cl)cc2)cs1	2.9	22	17	-5	5	-5	24	18	4
O=C(Nc1cc(Oc2ccc(Cl)cc2)cc([N+](=O)[O-])c1)c1ccco1	-0.3	32	65*	-17	0	6	17	40	1
Cc1nc(N2CCN(Cc3ccccc3)CC2)[nH]c(=O)c1C	-0.5	20	5	-7	-2	4	5	-1	-2
COc1ccc(N=C2SC(C(N)=O)CC(=O)N2CCc2ccc(OC)c(OC)c2)cc1 (stereo unspecified)	-4.2	9	11	7	-5	0	14	3	-5
CC(C)Oc1cccc(C(=O)NC2=NCCS2)c1	4.5	12	-3	11	-1	-3	-47	-10	2
COc1ccc(S(=O)(=O)c2c(N)n(Cc3ccco3)c3nc4ccccc4nc23)cc1	-1.0	6	-9	0	2	2	6	-4	3
COc1cc([C@H]2OC[C@H]3[C@@H]2CO[C@@H]3c2ccc(O[C@H]3O[C@H](CO)[C@@H](O)[C@H](O)[C@H]3O)c(OC)c2)ccc1O[C@@H]1O[C@H](CO)[C@@H](O)[C@H](O)[C@H]1O	0.0	15	-3	3	0	-6	-14	-4	1
Nc1nc(-c2ccc(C(=O)O)cc2)cs1	1.6	-2	12	-46	0	-3	-17	2	2
COc1ccc(-c2[nH]ncc2CN(C)C(C)c2cccs2)c(F)c1 (stereo unspecified)	-1.3	19	15	4	-2	6	-13	7	-3
COc1cc(/C=C/C(=O)OCC(=O)Nc2cc(C)on2)ccc1OCC#N	-0.7	8	-4	16	6	-4	8	-2	0
COc1cccc(OC)c1C(=O)N1CC(C)OC(C)C1 (stereo unspecified)	-0.9	2	6	14	-3	3	6	10	-1
